Screening results from PubChem BioAssay.
NLRP3 yeast inh: NALP3 inflammasome inhibitors in reconstituted yeast, primary screen, luminescence, uHTS; Yeast reconstituted NLRP3/ASC/caspase-1, beta-gal luminescence, 24 h; inhibition, % at 10 µM; hit rate 0.39% among 330,000; AID 2825, 2010;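 active = inhibition of 50% or more; inactive = inhibition below 50%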;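 note: plate controls were induced DMSO wells for no effect and uninduced yeast grown without galactose for full effect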
SENP7 inh: SENP7 protease inhibitors, primary screen, biochemical, luminescence, uHTS | Sentrin-specific protease 7 (Homo sapiens), Q9BQF6 | recombinant SENP7, Z-RLRGG-aminoluciferin luminescence, 40 min | inhibition, % at 5 µM | hit rate 1.5% among 330,000;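 active = inhibition above about 50% at the single test dose, limit read from the data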;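 note: plate controls were DMSO with enzyme for no effect and no enzyme buffer wells for full effect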
Target sequence (Q9BQF6 706-1050 limits assumed): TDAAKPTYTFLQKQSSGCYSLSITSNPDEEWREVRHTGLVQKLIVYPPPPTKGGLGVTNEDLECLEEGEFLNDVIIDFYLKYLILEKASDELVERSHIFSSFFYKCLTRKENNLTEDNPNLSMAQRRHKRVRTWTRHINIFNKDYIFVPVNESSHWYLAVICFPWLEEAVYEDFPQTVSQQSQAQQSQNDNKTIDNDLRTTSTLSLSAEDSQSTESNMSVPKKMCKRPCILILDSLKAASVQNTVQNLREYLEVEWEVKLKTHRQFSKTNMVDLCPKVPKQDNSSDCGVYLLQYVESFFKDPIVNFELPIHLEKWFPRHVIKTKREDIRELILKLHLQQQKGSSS
SENP6 block: SENP6 protease inhibitors, primary screen, biochemical, luminescence, uHTS. Sentrin-specific protease 6 (Homo sapiens), Q9GZR1. Recombinant SENP6 catalytic domain, aminoluciferin luminescence. inhibition, % at 10 µM. hit rate 1.8% among 330,000;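 active = inhibition above about 50% at the single tested dose, limit read from the data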;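 note: plate controls were DMSO wells with enzyme for no effect and DMSO wells lacking enzyme for full effect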
Target sequence (Q9GZR1 628-1112 limits assumed): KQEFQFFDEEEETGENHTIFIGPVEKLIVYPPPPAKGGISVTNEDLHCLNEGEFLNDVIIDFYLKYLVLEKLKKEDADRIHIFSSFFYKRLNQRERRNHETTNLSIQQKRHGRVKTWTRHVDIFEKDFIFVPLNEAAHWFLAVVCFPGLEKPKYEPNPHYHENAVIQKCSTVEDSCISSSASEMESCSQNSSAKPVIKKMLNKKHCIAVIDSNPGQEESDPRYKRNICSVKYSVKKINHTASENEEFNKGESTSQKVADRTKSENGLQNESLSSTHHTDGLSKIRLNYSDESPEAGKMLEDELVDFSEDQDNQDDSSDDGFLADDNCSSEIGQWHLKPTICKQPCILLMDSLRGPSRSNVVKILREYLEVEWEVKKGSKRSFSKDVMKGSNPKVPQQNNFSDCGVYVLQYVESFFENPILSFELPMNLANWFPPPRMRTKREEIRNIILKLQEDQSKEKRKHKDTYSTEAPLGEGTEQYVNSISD
HKDC1 inh: HKDC1 hexokinase inhibitors, primary screen, biochemical, fluorescence, uHTS | hit rate 0.16% among 340,000 | Q2TB90 | inhibition, % at 20 µM | AID 493160, 2011 | recombinant HKDC1, G6PDH/diaphorase resazurin coupled fluorescence;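 active = inhibition above about 35% when tested at 20 µM, limit read from the data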;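 note: plate controls were DMSO wells with enzyme for no effect and DMSO wells lacking enzyme for full effect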
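Test system: recombinant HKDC1 (HK5) hexokinase enzyme, produced in-house / Doses: 20 µM test compound, 1% DMSO / Timing: 90 min, room temperature / Detection: G6PDH/diaphorase-coupled fluorescence, 1 mM NADP, 100 µM resazurin, 525/613 nm / Control set: DMSO wells with and without enzyme mix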
Apaf-1 inh: inhibitors of human Apaf-1 apoptosome, primary screen, biochemical, DEVD-Rh110 fluorescence, uHTS; inhibition, % at 20 µM; Apoptotic protease-activating factor 1 (Homo sapiens), O14727; AID 489030, 2010; reconstituted apoptosome caspase-3 activity; hit rate 0.71% among 330,000; active = inhibition of at least 40% at 20 µM;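 note: plate controls were DMSO wells for no effect and DEVD-CHO caspase inhibitor wells for full effect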
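System: reconstituted apoptosome with Apaf-1, cytochrome c, caspase-9, procaspase-3, dATP; Signal: Rh110 fluorescence intensity; Schedule: 30 min compound preincubation, 50 min activation, room temperature; Reagent: cytochrome c trigger plus (Z-DEVD)2-Rh110 caspase-3 substrate.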
SENP8 block-1: human SENP8 protease inhibitors, primary screen, biochemical, fluorescence, Nedd8 protein substrate, uHTS; Sentrin-specific protease 8 (Homo sapiens), Q96LD8; recombinant SENP8; inhibition, % at 20 µM; hit rate 0.64% among 360,000; AID 602440, 2012; in the data active = inhibition mostly above about 40%, no sharp cut-off; inactive = mostly below about 27%
PfG6PD inh: PfG6PD enzyme inhibitors, primary screen, biochemical, fluorescence intensity, uHTS | PfGluPho enzyme, NADPH resazurin-diaphorase fluorescence | inhibition, % at 20 µM | hit rate 0.78% among 350,000 | glucose-6-phosphate dehydrogenase-6-phosphogluconolactonase (Plasmodium falciparum 3D7);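 active = inhibition reaching at least a set limit at 20 µM in the primary screen, cut at about 59% in these data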;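 note: 0% = DMSO wells with substrate and 100% = DMSO wells lacking glucose-6-phosphate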
SENP1 inh: human SENP1 catalytic domain inhibitors, primary screen, biochemical, FRET, uHTS; inhibition, % at 10 µM; AID 624204, 2012; recombinant SENP1 catalytic domain, CyPet-SUMO1-YPet FRET cleavage; hit rate 0.21% among 360,000;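 active = inhibition at least 30% at 10 µM, raw YFP signal under a set limit, fluorescence ratio 0.5 to 1.5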;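 note: 0% = enzyme with DMSO and 100% = no enzyme wells; some results filed as inactive read as strong as hits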
Target sequence (Q9P0U3 419-644 limits assumed): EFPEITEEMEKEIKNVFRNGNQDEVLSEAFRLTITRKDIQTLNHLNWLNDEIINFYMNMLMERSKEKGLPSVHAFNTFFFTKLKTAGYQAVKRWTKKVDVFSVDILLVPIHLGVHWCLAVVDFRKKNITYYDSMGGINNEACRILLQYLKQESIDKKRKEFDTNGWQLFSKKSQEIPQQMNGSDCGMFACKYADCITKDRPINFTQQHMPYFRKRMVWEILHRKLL
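material = recombinant human SENP1 catalytic domain, His6-tagged | quantity = 20 pM enzyme | reagent = 25 nM SUMO1 FRET substrate | compound dosing = 10 µM single point, 0.5% DMSO | timing = 50 min enzyme reaction, room temperature, light-protected | detection = FRET, CFP and YFP emission | control set = no-enzyme low, enzyme-DMSO high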
SENP8 block-2: SENP8 protease inhibitors, primary screen, biochemical, luminescence. purified SENP8, Z-RLRGG-aminoluciferin cleavage. AID 2540, 2010. hit rate 1.2% among 330,000. inhibition, % at 10 µM; in the data active = inhibition above about 50%
* = called active by the depositor; x = not tested or not shown.

SMILES	NLRP3 yeast inh	SENP7 inh	SENP6 block	HKDC1 inh	Apaf-1 inh	SENP8 block-1	PfG6PD inh	SENP1 inh	SENP8 block-2
CC(C(=O)NCc1ccc(F)cc1)c1ccc([N+](=O)[O-])cc1 (stereo not drawn)	17.8	1.0	-12.1	-13.1	-0.5	8.8	-12.4	2.7	-0.8
O=C(CSCc1ccc(Br)cc1)NCc1ccccn1	-7.0	2.8	-7.6	-4.0	-4.4	-4.2	10.6	0.8	-0.1
C[C@H](NC(=O)c1ccccc1)C(=O)Nc1nc(-c2ccccn2)cs1	5.6	12.6	-22.7	4.8	-7.6	-2.8	-1.0	-2.0	3.0
COc1ccc(OCc2cccc(C(=O)O)c2)cc1	16.2	99.5*	97.6*	2.2	-0.6	18.7	-28.3	0.6	96.5*
COc1ccc(C2c3c(oc4ccc(Cl)cc4c3=O)C(=O)N2CCN2CCOCC2)cc1 (stereo not drawn)	18.6	1.0	-14.6	-9.1	-19.2	-23.0	-7.8	-38.0	-2.7
COc1cccc(CN2CCC(n3nccc3NC(=O)C3CC3)CC2)c1	14.7	-0.8	4.3	2.1	-13.1	7.9	9.7	-2.5	-2.2
O=C(NCCCN1CCOCC1)c1onc(CSc2ccccn2)c1C(=O)NCCCN1CCOCC1	16.8	-7.6	-10.0	-5.9	2.2	6.2	-1.5	4.0	6.4
CC12CCC(=O)N1C(C(=O)N1CCN(c3ccc(C(F)(F)F)cc3[N+](=O)[O-])CC1)CS2 (stereo not drawn)	13.7	13.2	-9.1	-6.4	-3.4	-6.6	2.2	-0.8	-5.3
Cc1cc(C)c(C#N)c(SCC(=O)C(C)(C)C)n1	-1.6	-5.5	2.0	0.3	-6.5	16.3	-4.7	0.2	-2.9
Cc1cccc(C(=O)NNS(=O)(=O)c2ccccc2[N+](=O)[O-])c1	26.9	6.5	-16.7	-3.1	3.6	26.7	-9.9	2.7	5.4
Cc1cccc(NC(=O)C2CCN(S(=O)(=O)c3c(C)noc3/C=C/c3ccco3)CC2)n1	8.8	3.1	2.7	-4.8	11.1	-32.7	11.4	6.8	9.2
Cc1noc(C)c1COc1ccccc1C(=O)N1CCN(S(=O)(=O)c2ccccc2F)CC1	18.2	2.7	1.8	1.0	3.1	7.0	-12.9	1.6	-9.9
CC1CCCCC1NC(=O)c1cc(S(=O)(=O)N2CCCCC2)ccc1N1CCOCC1 (stereo not drawn)	10.9	0.5	4.9	1.4	-0.4	-15.7	2.9	-0.6	-5.1
COC(=O)c1ccc(NC(=O)c2ccccc2N(C)S(=O)(=O)c2ccccc2)cc1	7.9	-1.0	-2.4	-5.9	9.7	10.8	0.4	2.2	0.6
CC(C)c1c(O)nc(SCc2ccccc2)[nH]c1=O	6.7	3.9	5.1	-3.9	-4.7	20.6	9.8	1.8	-2.3
O=C(CCNC(=O)c1ccc(Cl)cc1)Nc1ccc(F)cc1F	27.3	5.2	6.0	-4.8	3.7	6.8	-9.4	0.8	-11.2
COC(=O)Cc1cc(=O)[nH]c(/N=C(\N)Nc2ccc(C)cc2)n1	2.4	-11.8	-17.9	-4.6	-6.9	21.0	-0.8	1.3	4.8
CCCCCc1ccc(-c2ccc(C(=O)O)cc2)nc1	8.8	92.8*	95.9*	0.9	-3.4	10.5	-43.7	4.7	92.4*
CCOC(=O)C1C(=O)Oc2ccc3ccccc3c2C1C1CCOC1=O (stereo not drawn)	9.7	8.4	-12.1	3.7	10.5	2.6	-40.1	-1.5	-9.2
Cc1cccc(NC(=S)NC(C)(C)CC(C)(C)C)c1	19.9	3.2	1.2	-3.3	7.4	13.5	-11.6	2.6	-5.1
Cc1cc(C)cc(NC(=O)C(c2ccccc2)N2CCN(CC(=O)N3CCCC3)CC2)c1 (stereo not drawn)	23.7	-11.0	2.4	-3.8	6.8	24.2	-1.1	-2.5	6.4
CCOc1ccc(-c2nc(C#N)c(N3CCOCC3)o2)cc1	48.5	9.1	1.9	-3.1	2.7	-364.4	0.4	2.6	6.8
O=C(Nc1nc2cc3c(cc2s1)OCCO3)c1ccco1	43.3	100.4*	96.9*	3.3	8.4	-465.3	9.7	-1.6	96.3*
O=C1OC(NCc2cccnc2)(c2ccc(Cl)cc2)c2ccccc21 (stereo not drawn)	5.8	5.2	-5.2	-0.8	-13.3	5.0	-2.7	0.4	-0.3
COc1ccc(C(=O)NNC(=O)c2ccc3ccccc3c2)cc1	x	x	x	-7.3	x	6.6	5.9	1.5	x
CCN(CC)CCCCOc1ccccc1OC	5.1	-0.8	10.9	-14.9	-15.2	16.1	0.4	-0.8	2.9
Cc1ccccc1C(=O)NC(=S)Nc1ccccc1C(F)(F)F	14.0	0.8	-15.0	-1.3	4.7	8.9	12.6	0.6	-1.4
O=C(NN=Cc1ccc2c(c1)OCO2)c1ccccc1	x	x	x	-5.0	x	-43.4	-0.9	1.1	x
CCCCCN1C=CC=C/C1=C\C=C(C#N)C#N	4.4	-2.6	-7.6	1.5	-3.5	36.1	1.5	9.7	-4.0
CC(=O)Nc1ccc(NC(=O)c2c(-c3ccccc3)noc2C)cn1	-8.4	-2.6	10.3	-2.2	7.9	1.8	-9.0	2.6	11.0

Entries of single compounds from above:
`CC(=O)Nc1ccc(NC(=O)c2c(-c3ccccc3)noc2C)cn1` is listed with NLRP3 yeast inh: -8.4; SENP7 inh: -2.6; SENP6 block: 10.3; HKDC1 inh: -2.2; Apaf-1 inh: 7.9; SENP8 block-1: 1.8; PfG6PD inh: -9.0; SENP1 inh: 2.6; SENP8 block-2: 11.0
`O=C(Nc1nc2cc3c(cc2s1)OCCO3)c1ccco1` is listed with NLRP3 yeast inh: 43.3; SENP7 inh: 100.4*; SENP6 block: 96.9*; HKDC1 inh: 3.3; Apaf-1 inh: 8.4; SENP8 block-1: -465.3; PfG6PD inh: 9.7; SENP1 inh: -1.6; SENP8 block-2: 96.3*

New compounds follow
SMILES	NLRP3 yeast inh	SENP7 inh	SENP6 block	HKDC1 inh	Apaf-1 inh	SENP8 block-1	PfG6PD inh	SENP1 inh	SENP8 block-2
CN(C)/C=C/C(=O)c1ccc2noc(-c3ccc(F)cc3)c2c1	7.9	0.5	3.6	1.1	8.4	6.6	-1.0	2.1	2.4
Cc1ccsc1CN(C(=O)c1ccc([N+](=O)[O-])cc1)C1CCS(=O)(=O)C1 (stereo not drawn)	6.4	11.0	-10.4	-0.3	1.7	10.5	3.2	-0.9	-6.6
Cn1c(CSc2nnc(SCc3ccccc3)s2)nc2ccccc21	-3.4	-8.1	-18.2	9.2	14.9	6.5	12.7	0.5	-14.2
CCN(CC)CCOC(=O)c1ccc(NC(=S)NC(=O)/C=C/c2ccco2)cc1	10.3	-3.0	-27.7	x	13.3	x	x	x	-12.1
CNC(=O)CSc1n[nH]c(-c2cc(Cl)ccc2OC)n1	1.6	3.7	11.3	-3.2	-34.0	7.5	-0.9	-1.0	-7.5
COc1cccc(C2C(=O)c3ccccc3C2=O)c1	4.8	2.4	-8.5	-1.5	10.8	8.5	1.9	-0.8	-3.4
O=C(NCc1ccccc1F)C1CCCN(S(=O)(=O)N2CCOCC2)C1 (stereo not drawn)	17.5	-3.8	6.9	-3.7	-0.9	3.8	-7.0	0.4	3.7
Cc1ccc(-c2nnc(SCC(=O)O)n2N)cc1	14.6	-0.8	-15.3	4.6	-9.6	19.6	-7.4	2.2	-8.8
C/C(CCc1ccccc1)=N/NC(=O)C(=O)NCc1ccccc1	4.8	7.0	-7.8	-11.4	-15.1	9.8	24.9	0.4	11.9
Cc1ccc(NC(=O)N2N=C(c3ccc(F)cc3)CC2c2ccc(F)cc2)cc1 (stereo not drawn)	7.8	-5.4	-3.6	-5.1	14.0	4.1	22.9	1.2	-9.6
Cc1ccc2nc(N3C(=O)C(O)=C(C(=O)c4ccc(C)o4)C3c3cccc(O)c3)sc2c1 (stereo not drawn)	17.8	14.0	-7.6	1.9	4.8	-171.3	-1.6	-37.5	4.8
CSc1nnc(C)c(/C=C/NOCc2ccc(Cl)cc2)n1	12.5	6.6	25.4	4.4	2.8	43.8*	2.8	1.4	2.7
CCOC(=O)COc1ccc(Br)cc1/C=C1\SC(N)=NC1=O	11.3	-8.5	-38.9	3.0	6.8	-79.1	10.8	1.1	-2.4
CCCCn1c(N)c(N(Cc2ccccc2OC)C(=O)CCC(C)C)c(=O)[nH]c1=O	2.5	-8.3	-9.6	-3.5	3.6	-21.0	-11.0	-2.1	5.7
CCOC(=O)c1c(NC(=O)C2CCCCC2)sc2c1CCN(C(C)C)C2	25.1	1.0	13.0	-0.2	28.2	-6.0	-1.8	-91.3	-3.9
COc1cc2c(cc1OC)CN(C(=O)c1ccc(-c3ccccc3)cc1)CC2	10.6	-7.4	-27.0	2.9	29.5	13.5	12.0	0.6	-11.0
Cc1[nH][nH]c(=O)c1C(c1ccc2c(c1)OCO2)c1c(C)[nH][nH]c1=O	26.2	-1.8	-20.4	-8.7	1.4	13.3	17.5	2.4	1.5
O=C1CCC(O)CCN1CCSc1ccccc1 (stereo not drawn)	-12.4	7.6	-12.5	-9.4	2.7	10.9	-0.4	0.1	-1.1
Cc1ccc(S(=O)(=O)N2CCN(C3CCC(c4ccccc4)CC3)CC2)cc1 (stereo not drawn)	35.3	3.5	0.9	x	2.2	x	x	x	-8.5
O=C(CN1C(=O)c2ccccc2S1(=O)=O)NCc1ccccc1Cl	-6.6	5.1	-0.9	-3.1	1.9	-2.1	10.5	0.8	-6.5
O=C1CN(C(=O)CN2C(=O)NC3(CCCCC3)C2=O)c2ccccc2N1	1.8	9.7	-7.6	3.6	-5.8	0.0	-15.8	-10.5	-0.1
CNC(=O)C1C2C=CC3(O2)C1C(=O)N(C1CC1)C3C(=O)NCc1ccc(OC)cc1 (stereo not drawn)	15.8	-2.1	-2.2	-4.6	-9.3	17.8	-5.9	-1.0	-3.1
CN(C(=O)COC(=O)C1CCN(S(=O)(=O)c2c(Cl)cccc2Cl)CC1)C1CCS(=O)(=O)C1 (stereo not drawn)	12.8	-7.1	3.9	2.9	11.5	2.9	-6.0	4.9	-3.0
CCOC(=O)c1cnc2c(cnn2C)c1NCCC(O)C(F)(F)F (stereo not drawn)	-2.6	4.9	9.3	5.3	0.3	-5.9	19.1	-2.6	0.9
